# Source: PubChem BioAssay (National Center for Advancing Translational Sciences (NCATS))
# D2 potentiator: HTS Assay for Positive Allosteric Modulators of the Human D2 Dopamine Receptor: Primary Screen for Potentiators; HEK293 T-REx D2, calcium flux, EC20 dopamine potentiation; D(2) dopamine receptor (Homo sapiens), P14416; hit rate 0.34% among 340,000; potentiation, % at 10 µM;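 active = potentiation over 3 SD above the plate norm, cut at about 30% in these data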; also: 0% is about no effect
#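 Cells plated with tetracycline inducer and held overnight at 30 C; calcium dye loaded 30–90 min at room temperature; baseline taken, compound added and read 180 s; EC20 dopamine then added and read 180 s.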
# Apoferritin bind: qHTS Assay for Identification of Novel General Anesthetics; Potency, µM (highest dose often 77.5 µM), inactives show top-dose activity change, negative = displacement, most hits filed as inhibitors; apoferritin/1-aminoanthracene competitive binding, fluorescence; AID 485281, 2010; Ferritin light chain (Equus caballus), P02791; hit rate 0.074% among 350,000; also: potency is read from the fitted curve at half-maximal effect; % is scaled to controls: 0 for no effect and ±100 for the full control effect; nearly all actives have a fitted effect of over 20% in size
# Target sequence (P02791 2-175 limits assumed): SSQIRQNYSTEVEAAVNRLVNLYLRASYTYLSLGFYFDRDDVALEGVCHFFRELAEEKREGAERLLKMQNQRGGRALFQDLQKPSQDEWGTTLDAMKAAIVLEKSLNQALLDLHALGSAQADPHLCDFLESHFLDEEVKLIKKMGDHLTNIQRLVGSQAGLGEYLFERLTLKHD
#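 Horse-spleen apoferritin (10 uM) was mixed with 50% saturated 1-aminoanthracene in PBS, exposed to compounds for 10 min at room temperature, and read for fluorescence (ex 380 nm, em 535 nm). Competitive displacement was fitted with a four-parameter Hill equation.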
# D1 potentiator: Potentiators of Human D1 Dopamine Receptor: qHTS; D(1A) dopamine receptor (Homo sapiens), P21728; HEK293 TREx D1 cells, calcium flux, dopamine EC20 potentiation; potentiation, % at 10 µM; hit rate 0.036% among 360,000; AID 504651, 2011; in the data active = potentiation above about 30%; also: 0% is about no effect
# TRHR agonist: qHTS for Small Molecule Agonists and Allosteric Enhancers of Human TRH Receptor: Primary Screen for Agonists. Thyrotropin-releasing hormone receptor (Homo sapiens), P34981. TRHR cells, calcium flux fluo-8, FDSS agonist mode. activation, % at 2 µM. hit rate 0.18% among 360,000. AID 493084, 2011; in the data active = activation above about 30%; also: 0% is about no effect
# Target sequence (P34981 whole entry, looked up): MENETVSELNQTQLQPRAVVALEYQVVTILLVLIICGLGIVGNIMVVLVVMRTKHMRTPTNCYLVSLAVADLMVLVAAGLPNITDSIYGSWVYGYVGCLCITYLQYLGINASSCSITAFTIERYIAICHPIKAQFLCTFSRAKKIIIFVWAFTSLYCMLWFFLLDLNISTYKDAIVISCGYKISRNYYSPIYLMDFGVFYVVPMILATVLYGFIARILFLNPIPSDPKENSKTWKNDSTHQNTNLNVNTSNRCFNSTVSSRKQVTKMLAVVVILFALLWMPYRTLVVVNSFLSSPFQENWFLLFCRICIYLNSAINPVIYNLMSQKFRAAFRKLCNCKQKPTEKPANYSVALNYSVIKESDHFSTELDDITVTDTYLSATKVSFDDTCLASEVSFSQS
#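 Agonist-mode FDSS calcium read (Ex 480/Em 530, 1 s cycles) in 1536-well TRHR cells with fluo-8 dye, after 10-cycle baseline and 23 nL compound addition; TRH at EC20 (10 nM final) added afterwards for the enhancer phase.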
# RXFP1 antag: qHTS Assay for Antagonists of the Relaxin Receptor RXFP1; Relaxin receptor 1 (Homo sapiens), Q9HBX9; activity change, negative = inhibition, % at 57.5 µM; hit rate 0.59% among 350,000; AID 1259400, 2018; HEK293-RXFP1, relaxin-stimulated cAMP HTRF, 30 min; stronger effect = lower value;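 active = activity change of -60% or lower, but not beyond a set lower limit; inconclusive = change between -60% and -40%, or beyond the set limit; inactive = change above -40%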; also: % is scaled to controls: 0 for no effect and ±100 for the full control effect
# RXFP1 agonist: qHTS Assay for Agonists of the Relaxin Receptor RXFP1; Relaxin receptor 1 (Homo sapiens), Q9HBX9; HEK293T-RXFP1 cAMP TR-FRET, 30 min; response scale: percent of porcine relaxin response, buffer zero; Potency, µM (top dose mostly 57.5 µM), without a hit: at the highest dose activation, usual class: activators; hit rate 0.3% among 370,000; also: potency is read from the fitted curve at half-maximal effect; % is scaled to controls: 0 for no effect and ±100 for the full control effect; nearly all actives have a fitted effect of over 60% in size; many of its hits are not listed in these tables
#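 HEK293T cells stably expressing RXFP1 were pretreated with the PDE4 inhibitor Ro 20174, exposed to compounds for 30 min at 37C, lysed, and cAMP was read by TR-FRET. Data normalized to buffer (basal) and 29 nM porcine relaxin (100%).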
# D1 antagonist: Antagonist of Human D 1 Dopamine Receptor: qHTS; D(1A) dopamine receptor (Homo sapiens), P21728; hit rate 3.2% among 360,000; HEK293 TREx D1 cells, calcium flux, dopamine EC80; stronger effect = lower value; AID 504652, 2011; activity change, negative = inhibition, % at 10 µM; in the data active = activity change below about -30%; also: % is scaled to controls: 0 for no effect and ±100 for the full control effect
#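 Allosteric or orthosteric antagonism assessed as attenuation of the calcium response to EC80 dopamine, added 180 s after compound, in induced HEK293 Trex D1 cells loaded with no-wash calcium dye.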
# D1 ag: Allosteric Agonists of the Human D1 Dopamine Receptor: qHTS; HEK293 T-REx D1 cells, calcium flux, agonist mode; activation, % at 2 µM; hit rate 1% among 360,000; AID 504660, 2011; in the data active = activation above about 30%; also: 0% is about no effect
#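 Tetracycline-induced HEK293 TREx D1 cells, force-coupled to calcium signalling, were dye-loaded with a no-wash calcium kit. Compound was pin-added after a 10 s baseline. Fluorescence was read kinetically at 1 cycle/s for 180 s, with calcium rises flagged as agonism.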
# TRHR enhancer: qHTS for Small Molecule Agonists and Allosteric Enhancers of Human TRH Receptor: Primary Screen for Enhancers; AID 493056, 2011; Thyrotropin-releasing hormone receptor (Homo sapiens), P34981; TRHR cells, fluo-8 calcium fluorescence, EC20 TRH enhancement; enhancement, % at 2 µM; hit rate 0.66% among 360,000; in the data active = enhancement above about 30%; also: 0% is about no effect
#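 TRHR-expressing cells loaded with fluo-8 calcium dye were read kinetically (ex 480/em 530) during compound addition, then stimulated with an EC20 of TRH (10 nM final). Enhancement of the Gq-mediated intracellular calcium response was scored.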
# * = called active by the depositor; ? = inconclusive; · = not tested or not shown; & = joins results of further samples; [ ] = another dose, or the depositor's remark. Unless noted, calls follow the shape of the dose curve; as a rule, active = well fitted curve in the direction sought with a large enough effect; inconclusive = small, poorly fitted or top-dose-only effect, or another doubt; inactive = no such curve, though single readings can be large; an effect the other way counts as inactive or inconclusive. These rows are one share of the data; the hit share may differ from the screen's.
SMILES,D2 potentiator,Apoferritin bind,D1 potentiator,TRHR agonist,RXFP1 antag,RXFP1 agonist,D1 antagonist,D1 ag,TRHR enhancer
COc1cc(-c2cc(C(=O)OCC(=O)Nc3ccc4c(c3)OCO4)c3ccccc3n2)cc(OC)c1OC,3,2%,0,-0.8,·,1.5%,-13,0,9
Cc1nc(Nc2ccccc2F)c2oc3ccccc3c2n1,-4,-8%,-11,-0.2,-17,6.1%,-14,16,6
CC(=O)c1cccc(NC(=O)COC(=O)c2ccc(S(C)(=O)=O)c([N+](=O)[O-])c2)c1,-4,-12%,0,0.3,-16,-0.8%,-34*,2,-3
CCOC(=O)COn1c(=O)c(-c2ccc(C)cc2)[n+]([O-])c2ccccc21,14,5%,-4,0.3,9,6.7%,8,2,0
CC1CCCC(C)N1c1ccc(S(=O)(=O)N2CCOCC2)cc1Cl (configuration not stated),-2,-20%,1,-0.1,-17,2.3%,8,3,1
Cc1c(C(c2cccs2)c2c(C)n(C)n(-c3ccccc3)c2=O)c(=O)n(-c2ccccc2)n1C,2,-9%,-5,0.3,10,0.2%,14,0,0
O=[N+]([O-])c1ccc(F)cc1Oc1nc(-c2cccnc2)nc2ccccc12,12,-12%,-3,-0.5,-1,-1.2%,-17,2,-6
O=C(OCC(=O)C12CC3CC(CC(C3)C1)C2)c1ccccn1,8,?,-7,0.3,4,-1.3%,-3,3,-1
Cc1ccc(NCC(=O)N/N=C/c2ccc(-c3cccc(C(F)(F)F)c3)o2)cc1,-12,?,-7,0.3,-13,1.4%,-7,0,3
CC(C)COC(=O)CCNc1n[nH]c(=O)[nH]c1=O,-6,-12%,-2,1.0,-3,1.1%,-7,3,-4
NC(=O)c1c(NC(=O)Cn2nc(C(=O)O)c3ccccc3c2=O)sc2c1CCCC2,·,-18%,-3,-1.4,2,2.8%,9,0,3
COc1cc(SC#N)ccc1N=Cc1c(C)[nH]n(-c2ccc(C)c(C)c2)c1=O,8,-11%,13,-0.5,·,-0.6%,-1,-1,-19
NC1=NC(=O)/C(=C\c2ccco2)S1,-9,-8%,-4,0.6,-16,-25%,4,2,0
O=C(NC1CCCC1)C1CCN(c2cnccn2)CC1,·,2%,-5,-0.6,4,5.2%,-12,2,7
CC1(C)Cc2c(c(N3CCOCC3)nc3sc4c(NCc5ccco5)nnnc4c23)CS1,20,3%,3,0.8,-9,2.3%,2,4,13
COc1nnc(-c2ccc(N3CCOCC3)c(NC(=O)c3ccc(C)cc3)c2)c2ccccc12,7,?,3,-0.8,3,2.3%,11,5,-2
CCOc1ccccc1-c1nc(Cn2c(=O)cc(C)c3c(C)nn(-c4ccccc4)c32)c(C)o1,-1,-1%,2,0.4,-7,-0.1%,-1,-1,4
COc1ccc(NC(=O)Cc2c(C(=O)O)[nH]c3ccccc23)cc1OC,-1,-4%,1,-0.1,-6,2.2%,4,2,0
CCCn1c(N)c(C(=O)CSc2nc3ncc(Cl)cc3[nH]2)c(=O)[nH]c1=O,-1,·,1,0.5,-4,9.8%,8,0,3
CCOC(=O)N1CCN(c2ccc(C(C)=O)cc2F)CC1C (configuration not stated),0,-15%,-8,-0.2,5,3.6%,-17,11,-4
CCCC(=O)C1=C(N2CCCC2)CC(C)(C)C(C(=O)OC)C1=O (configuration not stated),-4,6%,-1,-1.5,7,-2.0%,3,4,-1
O=C(NCc1ccccn1)C1CCN(S(=O)(=O)N2CCCC2)CC1,-1,-1%,0,-0.1,-6,0.2%,-4,2,0
COc1cc(NC(=O)C2CC(=O)N(Cc3ccco3)C2)c(OC)cc1Cl (configuration not stated),-10,·,1,0.1,3,0.0%,-4,-1,3
Cc1cc(C)n(-c2nc(NCCN(C)C)c3c4c(sc3n2)CCCC4)n1,9,-9%,-4,-0.7,?,-2.0%,7,33*,3
CCCc1cc(-c2n[nH]c(=S)n2CC)cs1,2,?,-12,-0.6,-16,-0.5%,-15,2,-2
N#Cc1ccccc1S(=O)(=O)c1ccccc1C(=O)Nc1ccccc1,3,-6%,-2,-0.1,-3,-3.5%,-17,1,-3
CC(=O)Nc1ccc(S(=O)(=O)NC(CSc2ccc(C(=O)O)cc2[N+](=O)[O-])C(=O)O)cc1 (configuration not stated),2,-2%,0,1.0,5,2.2%,13,0,5
CCOc1nc2cnccc2n(CC(=O)Nc2c(F)c(F)cc(F)c2F)c1=O,-3,-3%,9,2.5,-3,20%,0,4,-1
Cc1ccccc1Cn1c2ccccc2c2cnn(CC(=O)NCc3ccccn3)c(=O)c21,5&-1,-19%&-16%,3&-1,-0.2&-1.9,-13&-4,2.4%&-0.4%,8&-1,2&-3,0&0
CCCCn1c(N2CCC(Cc3ccccc3)CC2)nc2c1c(=O)[nH]c(=O)n2C,-2,?,-2,-2.0,-90*,0.9%,11,4,-14
Cc1ncc(CN2CCC(CO)(CCOc3ccccc3)CC2)s1,-9,-2%,-4,0.3,8,-1.6%,3,2,2
CC(C)OC(=O)CSc1nc2ncccc2[nH]1,-15,-11%,1,0.9,-16,-0.1%,-3,6,-2
O=C(c1ccc2c(=O)n(-c3ccccc3)c(=S)[nH]c2c1)N1CCN(c2ccccc2)CC1,8,·,-4,-0.3,-12,0.9%,2,-1,1
CNc1nc(Oc2ccc(=O)[nH]n2)nc(N2CCOCC2)n1,1,1%,0,0.5,-16,-2.6%,-12,0,0
CCOC(=O)/C(C#N)=C/c1ccc(OC)c(OC)c1,0,-10%,1,0.0,-5,0.2%,12,-1,-3
Cc1ccc2oc(-c3ccc(C)c(NC(=O)/C=C/c4ccco4)c3)nc2c1,·,3%,-1,0.1,·,-1.4%,-3,-1,0
CC(Oc1ccccc1)C(=O)Nc1nc2c(s1)C(=O)CC(C)(C)C2 (configuration not stated),10,-18%,-2,-0.5,11,4.1%,-1,7,-15
COc1nccnc1NS(=O)(=O)c1ccc(NCc2cc(Br)ccc2O)cc1,9,2%,14,-0.1,-6,1.2%,4,2,0
O=C1c2ccccc2C(O)N1Cc1ccccc1 (configuration not stated),-2,-9%,0,-0.6,31,-1.1%,-7,5,-2
CCCN(CC(=O)Nc1ccccc1C)C(=O)c1ccc(N2CCCCC2)c([N+](=O)[O-])c1,-1,·,3,-1.2,-9,-0.2%,7,0,-9
O=C(Nc1ccccc1F)c1ccc(CN2CCN(c3ccccc3)CC2)cc1,-18,16%,-6,-0.2,-2,1.7%,-26,2,-3
CCOc1ccc(NC(=O)c2c(NC(=O)c3ccccc3Br)sc3c2CCC(C)C3)cc1 (configuration not stated),1,-2%,-1,0.0,-7,-0.5%,-2,3,2
CCNC(=O)NC(=O)COC(=O)c1cccc(NS(=O)(=O)/C=C/c2ccccc2)c1,10,-6%,-4,-0.1,-10,-1.3%,-5,3,3
COc1cc(C2C(C(=O)Nc3ccc(C)cc3C)=C(C)Nc3nc4ccccc4n32)cc(OC)c1OC (configuration not stated),-18,-14%,1,-1.2,·,0.4%,3,-3,-7
CN(C)c1ccc(S(=O)(=O)N2CCCCC2)cc1NC(=O)C1CSC2(C)CCC(=O)N12 (configuration not stated),4,·,0,0.2,14,0.7%,5,1,3
Cc1cccc(N(Cc2ccc(Cl)cc2)S(C)(=O)=O)c1,-6,-7%,-5,0.3,9,-0.8%,8,0,-4
COc1ccccc1N=Nc1c(C)[nH][nH]c1=O,-8,1%,-3,0.0,3,2.0%,11,1,2
Cc1nn(-c2ccc(F)cc2)c(Cl)c1C(=O)N(C)CC(=O)Nc1cccc(F)c1,-2,·,-2,0.5,-31,0.6%,19,8,6
COc1ccc(C(=O)c2oc3ccccc3c2NC(=O)c2cccc(OC)c2)cc1,4,98%[activator],-1,0.8,0,8.0%,-3,0,-2
